Compound activity (PubChem)
tuberculosis growth – growth inhibition of non-replicating M. tuberculosis (AID 488890) | hit rate 0.39% among 320,000 | Mycobacterium tuberculosis non-replicating, growth inhibition; higher % means a stronger effect | inhibition, % at 25 µM; hits with a dose series show IC50 in µM; in the data active = a potency from the dose series; inconclusive = inhibition mostly from about 82% at the one dose, without a potency; inactive = the rest, 99 in 100 with inhibition below about 76%;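 also: plate controls were DMSO cells for no effect and high antibiotic wells for full effect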
inhibitors of VEEV – inhibitors of VEEV TC-83 cytopathic effect, confirmation, Vero cells (AID 588727). Vero cells, VEEV TC-83 cytopathic effect inhibition; higher % means a stronger effect. inhibition, % at 20 µM; hits with a dose series show IC50 in µM. hit rate 0.13% among 350,000; in the data active = a potency from the dose series; inconclusive = inhibition mostly from about 14% at the one dose, without a potency; inactive = the rest, 99 in 100 with inhibition below about 12%; also: strong numbers were not always called active
Salmonella PhoP GFP – PhoP regulon inhibitors, Salmonella typhi PhoP promoter GFP reporter, confirmatory (AID 1850) | hit rate 0.33% among 310,000 | Salmonella Typhi PhoP-promoter GFP reporter, fluorescence, 4 h; higher % means a stronger effect | inhibition, % at 50 µM, or IC50 in µM where a hit was titrated; in the data active = a potency from the dose series; inconclusive = inhibition mostly from about 25% at the one dose, without a potency; inactive = the rest, 99 in 100 with inhibition below about 19%;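 also: 0% = induced wells with vehicle and 100% = uninduced wells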
influenza NS1A – H1N1 influenza NS1A inhibitors, functional cell based assay (AID 504329) | NS1A functional cell-based assay, percent inhibition; higher % means a stronger effect | inhibition, % at 12.5 µM; hits with a dose series show IC50 in µM | hit rate 0.3% among 340,000; in the data active = a potency from the dose series; inconclusive = inhibition above about 27% without an active follow-up result; also: strong numbers were not always called active
H37Rv inhibition – M. tuberculosis growth inhibition, HTS (AID 449762). inhibition, % at 25 µM, or IC50 in µM where a hit was titrated. hit rate 0.59% among 330,000. M. tuberculosis H37Rv growth inhibition, 7H9 media; higher % means a stronger effect; in the data active = a potency from the dose series; inconclusive = inhibition above about 70% without an active follow-up result;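 also: bacterial growth assessed after seven days of incubation; strong numbers were not always called active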
inhibitors of VEEV 10K pilot screen – second read-out of inhibitors of VEEV, no call of its own (marks repeat the call); inhibition, %; measured here: 10K pilot screen inhibition
The depositor's hits bear a star; i = inactive; ? = inconclusive; nt = not tested or not shown. The order is random. Share with any hit: about 1.5%.

SMILES | tuberculosis growth | inhibitors of VEEV | Salmonella PhoP GFP | influenza NS1A | H37Rv inhibition | others
COc1ccc2[nH]c3c(c2c1)CCN1C(=O)C(CC(=O)NCc2ccco2)C[C@H](C(=O)N2CCOCC2)[C@@]31C (some centres undefined) | nt | 0.5% | nt | -1% | nt
Cc1cccc(C)c1NC(=O)CNC(=O)c1ccc(COc2ccccc2)o1 | -13% | 0.7% | nt | -4% | -4%
O=c1c2c3nc4ccccc4nc3n(Cc3ccccc3)c2ncn1Cc1ccco1 | nt | ? | nt | -1% | nt
CCOC(=O)c1ccc(NC(=O)Nc2cc(C)cc(C)n2)cc1 | -9% | nt | -10% | nt | -2%
CCOC(=O)N1CCN(S(=O)(=O)c2ccc3c(c2)CCN3C(=O)CC)CC1 | 4% | 0.1% | 3% | 11% | -8%
CCOc1ccccc1CN1CCC(N2CCC(C(=O)NC3CC3)CC2)CC1 | -6% | 1.9% | -3% | -4% | 6%
Cc1ccc(Nc2nc(C(=O)N3CCC(C(=O)NC(C)C)CC3)cs2)cc1 | 3% | 3.6% | 5% | 12% | -3%
O=C(COC(=O)c1cnccn1)Nc1ccc(Cl)cn1 | -8% | 0.2% | -3% | 1% | 50%
CCOc1ccc(CCNC(=O)COC(=O)c2ccncc2)cc1OCC | 13% | 0.4% | nt | 9% | -6%
Cc1cc2c(cc(C(=O)OC(C(=O)NC3CCCCC3)C(C)C)n2C)o1 (centres undefined) | 21% | i | nt | -2% | 4%
CCOC(=O)CN1C(=O)C(O)=C(C(C)=O)C1c1ccc(F)cc1 (centres undefined) | 3% | 1.5% | -5% | -3% | 9%
CCN(c1ccccc1)S(=O)(=O)c1ccc(OCC(=O)N2CCCC2)cc1 | -7% | 1.9% | nt | -1% | -4%
C=CCc1cc(Cl)ccc1OCCn1ccnc1 | nt | i | -6% | -19% | 39%
CCn1nc(NC(=O)C(C)C)c2cc3ccc(C)cc3nc21 | -6% | 0.8% | -7% | -11% | -8%
O=C(CN1C(=O)C(=O)N(CCC2=CCCCC2)C1=O)Nc1ccc(F)cc1F | 9% | 0.3% | nt | -13% | 3%
CC1CCCN(CC(O)COCC2COc3ccccc3O2)C1 (centres undefined) | 5% | i | 16% | -5% | 1%
CCOC(=O)c1c(C)[nH]c(C(=O)OCC(O)=C(C#N)c2nc3ccccc3[nH]2)c1C | nt | 1.1% | nt | 1% | nt
CCN(CC)CCN(C(=O)CCS(=O)(=O)c1ccccc1)c1nc2cc(C)cc(C)c2s1 | 20% | 0.6% | -6% | 4% | ?
COc1ccc(CC(=O)NC(CC(=O)O)c2cccc([N+](=O)[O-])c2)cc1 (centres undefined) | 2% | 1.4% | 1% | -10% | -10%
CC1=NN(C(=O)c2csc(C(C)C)c2)C(O)(C(F)(F)F)C1 (centres undefined) | 0.36µM* | 0.4% | 12% | 0% | -4%
COCCCNC(=O)CCCN1C(=O)c2cccnc2Sc2ccccc21 | -12% | i | 7% | 1% | -6%
Cc1ccc(CN2CCN(/N=C/c3ccccc3)CC2)cc1 | 4% | 2.5% | 1% | -2% | 1%
COc1ccc(-c2cc(C(=O)OCC(=O)c3ccc(C)c([N+](=O)[O-])c3)c3ccccc3n2)cc1 | -1% | 1.0% | -4% | -2% | 2%
N#Cc1c(-c2ccccc2)[nH]c(=O)[nH]c1=O | -7% | i | 1% | 1% | 6%
O=c1oc(/C=C/c2ccc([N+](=O)[O-])s2)nc2ccccc12 | 8.5µM* | 0.5% | 2% | 4% | ?

Continuation:
SMILES | tuberculosis growth | inhibitors of VEEV | Salmonella PhoP GFP | influenza NS1A | H37Rv inhibition | others
COc1ccc(C(Sc2ccccc2)c2ccccc2)cc1OC (centres undefined) | 1% | 0.4% | 0% | -4% | -8%
Cc1ccc(-n2nc3c(c2NC(=O)c2ccccc2)CS(=O)(=O)C3)cc1C | -5% | 3.8% | -6% | -11% | -9%
N#Cc1c(-c2ccco2)nc(SCC(=O)Nc2cccc(Cl)c2)[nH]c1=O | 14% | 0.2% | 6% | -6% | 11%
O=S(=O)(/N=C(/c1ccc(Cl)cc1)N1CCOCC1)c1ccc(Cl)cc1 | -2% | 0.3% | 4% | 2% | 11%
Cc1cccc(C)c1NC(=O)C(C)N1CCCC1 (centres undefined) | -7% | i | -14% | -5% | -2%
N#Cc1cc(-c2ccccc2)nn1-c1ccccc1 | 2% | 1.5% | -1% | 6% | -6%
NC1=NC(=O)CC(C(=O)Nc2cccc3ccccc23)S1 (centres undefined) | -11% | 4.3% | 3% | -2% | 0%
CN(C(=O)CSc1nnnn1C)C1(C#N)CCCCC1 | -14% | 5.0% | nt | -15% | -15%
O=C(O)Cn1ccnc1 | -2% | 1.4% | -3% | 10% | -3%
CC(=O)Nc1ccc2nc(NC(=O)C(Cl)(Cl)Cl)sc2c1 | 8% | 2.2% | 16% | -13% | -4%
COc1ccc(C2(C(=O)NCCc3ccccc3)CCCC2)cc1 | 23% | 0.2% | -1% | -3% | 17%
Cc1cc(C)c2cc(C#N)c(SCC(=O)Nc3cc(C)on3)nc2c1 | 9% | 1.8% | -6% | 3% | -1%
COc1ccc(F)cc1S(=O)(=O)N1CCN(c2ccccn2)CC1 | 3% | 1.4% | 1% | -6% | -3%
COc1ccc2c(c1)[C@]13CCCCC1C(C2)N(C)CC3 (some centres undefined) | 2% | 2.2% | -3% | -7% | -9% | inhibitors of VEEV 10K pilot screen=0.6
CC(NC(=O)C(=O)NCC1CCCO1)c1ccccc1 (centres undefined) | 3% | 1.0% | 2% | -8% | -7%
Cn1cccc1/C=N/NC(=O)c1cccc(OC(F)(F)C(F)F)c1 | -8% | 0.9% | 4% | 9% | -10%
Cn1c(=O)n(C)c2cc(NS(C)(=O)=O)ccc21 | 3% | 0.8% | 5% | 25% | -3%
Cc1ccc(S(=O)(=O)c2nnn3c2nc(N2CCN(c4ccccn4)CC2)c2ccccc23)cc1 | -5% | 5.1% | -21% | -5% | -1%
CCCCCCNC(=O)Cc1nc2nc(C)cc(C)n2n1 | 8% | 0.7% | -9% | 4% | -6%
COc1ccc(N(C)C(=O)Cc2c(C(=O)O)n(C)c3ccccc23)cc1 | 9% | 1.1% | -5% | -11% | 10%
O=c1[nH]c(Cn2nnc(-c3ccccc3)n2)nc2scc(-c3ccccc3)c12 | 16% | 7.2% | 6% | -1% | ?
Cc1cc(C)nc(NS(=O)(=O)c2ccc(NC(=S)NC(=O)C(C)C)cc2)n1 | 22% | 1.0% | 4% | 5% | 1%
CCOc1ccc(C(c2c(O)nc(SC)[nH]c2=O)c2c(O)nc(SC)[nH]c2=O)cc1 | 8% | 0.1% | 2% | nt | 12%
CCOC(=O)[C@]12Cc3cc(Cl)ccc3[C@H]1N(Cc1ccccc1)C(=O)c1ccccc12 | nt | 4.9% | nt | 1% | nt
Cc1ccc(OCCNC(=O)c2cc(=O)[nH]c3ccccc23)cc1 | -3% | 3.7% | -5% | -15% | -3%

More entries
SMILES | tuberculosis growth | inhibitors of VEEV | Salmonella PhoP GFP | influenza NS1A | H37Rv inhibition | others
CN1C2C=C3C(C#N)=C(N)C(C#N)(C#N)[C@@H](c4cccc(F)c4)[C@@H]3C1CC2 (some centres undefined) | -9% | 2.5% | -1% | 0% | -2%
C#CCNC(=O)C1=C[C@H](C2CCCCC2)C[C@H](OCc2ccc(CO)cc2)O1 | 8% | i | -9% | -3% | 7%
CN(C)c1ccc(S(=O)(=O)NCC(=O)NCCOc2ccccc2F)cc1[N+](=O)[O-] | -8% | 4.7% | 3% | 0% | 1%
C=CCn1c(SCc2c(C)noc2C)nnc1C1COc2ccccc2O1 (centres undefined) | -2% | 1.7% | 5% | -1% | 1% | inhibitors of VEEV 10K pilot screen=2.1
Cc1cc2nc(C3CCCN(C(=O)NCc4ccccc4)C3)[nH]c2cc1C (centres undefined) | 21% | 1.7% | 17% | -1% | -6%
Cc1ccc(C)c(C(=O)CSc2n[nH]c(C(C)C)n2)c1 | -4% | 2.4% | -3% | -1% | -13%
CCOc1ccc(C(=O)CC(NCc2cccs2)C(=O)O)cc1 (centres undefined) | 58% | 2.0% | 0% | 11% | 28%
O=C(c1ccco1)N1CCN(CCCCN2C(=O)c3ccccc3C2=O)CC1 | -5% | 1.4% | 5% | -6% | -12%
O=C1C2C3C=CC(C4CC34)C2C(=O)N1Cc1ccccc1 (centres undefined) | 29% | 0.9% | 3% | 10% | -4%
CC(CC(=O)OCC(=O)Nc1ccc2[nH]c(=O)[nH]c2c1)c1ccccc1 (centres undefined) | -3% | 1.5% | nt | -3% | -1%
Cc1cc2c(cc1S(=O)(=O)N1CCN(c3cccc(C(F)(F)F)c3)CC1)OCC(=O)N2 | -8% | 1.9% | -40% | -3% | 10%
Cc1cc(C)c(NC(=O)c2cn3c4c(c(N5CCN(C)CC5)c(F)cc4c2=O)OCC3C)c(C)c1 (centres undefined) | 32% | 1.3% | 2% | 1% | 9%
CCc1ccccc1NC(=O)CCS(=O)(=O)c1ccc(Br)cc1 | 6% | 1.0% | 5% | -8% | 1%
Cc1cc(C)c2c(N)c(C(=O)N3CCc4ccccc4C3)sc2n1 | 23% | 9.5% | 4% | -4% | 55%
Nc1nc(NCC2CCCO2)nc(Nc2ccccc2F)c1[N+](=O)[O-] (centres undefined) | 12% | 2.2% | -2% | 1% | 14%
CC1CCc2nc(NC(=O)CN3CCN(c4ccccc4)CC3)sc2C1 (centres undefined) | 58% | 0.4% | 0% | 27% | ?
CN1CCN(S(=O)(=O)c2ccc(SCCOc3ccc(Cl)cc3)nc2)CC1 | 46% | i | nt | 1% | -1%
CC(C)c1ccc(/C=C(/C#N)c2nnc(NC(=O)c3ccccc3)s2)cc1 | -2% | 1.6% | 13% | 1% | -1%
COc1ccc(N2C(=O)CC(NNc3nc4ccccc4s3)C2=O)cc1 (centres undefined) | 14% | 0.1% | -4% | nt | 0%
CCOC(=O)c1cnc2c(-c3ccc(F)cc3)cnn2c1C(F)(F)F | nt | 1.5% | nt | 9% | nt
C=CCC[C@@H](Cc1ccc(F)cc1)C(=O)OC[C@@H](C)NC(=O)[C@H](CC=C)CC(=O)N(CCO)Cc1ccccc1 | 35% | 0.6% | nt | 6% | 4%
CCNC(=O)c1cc(Cl)ccc1OC | 2% | 2.0% | 12% | -5% | -11%
O=C(Nc1ccc(S(=O)(=O)N2CCOCC2)cc1)c1ccc(Cl)cc1Cl | 64% | 3.1% | -4% | 5% | -1%
CCOc1ccc(NC(=O)CNC(=O)Cc2ccccc2)cc1 | nt | 0.1% | nt | -1% | nt
Cc1[nH]c2ccccc2c1C(=O)COC(=O)c1cccc(S(=O)(=O)N2CCCCC2)c1 | 9% | 3.2% | -2% | -7% | 8%

An excerpt from above in order of length of the SMILES, highest first.
SMILES | tuberculosis growth | inhibitors of VEEV | Salmonella PhoP GFP | influenza NS1A | H37Rv inhibition | others
C=CCC[C@@H](Cc1ccc(F)cc1)C(=O)OC[C@@H](C)NC(=O)[C@H](CC=C)CC(=O)N(CCO)Cc1ccccc1 | 35% | 0.6% | nt | 6% | 4%
CN(C)c1ccc(S(=O)(=O)NCC(=O)NCCOc2ccccc2F)cc1[N+](=O)[O-] | -8% | 4.7% | 3% | 0% | 1%
CN1CCN(S(=O)(=O)c2ccc(SCCOc3ccc(Cl)cc3)nc2)CC1 | 46% | i | nt | 1% | -1%
O=C(c1ccco1)N1CCN(CCCCN2C(=O)c3ccccc3C2=O)CC1 | -5% | 1.4% | 5% | -6% | -12%
Nc1nc(NCC2CCCO2)nc(Nc2ccccc2F)c1[N+](=O)[O-] (centres undefined) | 12% | 2.2% | -2% | 1% | 14%
CC1CCc2nc(NC(=O)CN3CCN(c4ccccc4)CC3)sc2C1 (centres undefined) | 58% | 0.4% | 0% | 27% | ?
CCNC(=O)c1cc(Cl)ccc1OC | 2% | 2.0% | 12% | -5% | -11%

Later entries.
SMILES | tuberculosis growth | inhibitors of VEEV | Salmonella PhoP GFP | influenza NS1A | H37Rv inhibition | others
CCn1c(-c2ccccc2)csc1=Nc1ccc(S(=O)(=O)O)cc1 | -15% | 0.0% | -6% | -4% | 1%
COc1ccc(S(=O)(=O)CCC(=O)Nc2c(C)n(C)n(-c3ccccc3)c2=O)cc1 | -2% | 0.4% | -1% | -21% | -7%
O=c1c2ccccc2nnn1Cc1ccccc1Cl | 64% | 0.7% | 15% | 1% | 2%
O/N=C/c1ccc2ccccc2c1 | 11% | 4.4% | 1% | 7% | 97%
Nc1c(C(=O)c2ccc(Br)cc2)oc2ccccc12 | -13% | 0.7% | 1% | -12% | 6%
CC(C)CN(C(=O)CSc1nncs1)c1c(N)n(CC(C)C)c(=O)[nH]c1=O | ? | 1.9% | -3% | 4% | -2%
O=C(CSc1nc2ccccc2c(=O)n1CC1CCCO1)NCc1ccc2c(c1)OCO2 (centres undefined) | 2% | 7.3% | -5% | 12% | -7%
